N-glyco inh: increase of ERlucT glycosylation luciferase signal, primary screen, N-linked glycosylation inhibitor project, D54 ERlucT cells, luminescence, set 2. D54 ERlucT glycosylation luciferase reporter, 24 h; percent of 100 nM tunicamycin response. reporter increase, % at 12.5 µM. hit rate 0.23% among 360,000. AID 588692, 2011;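 active = mean luciferase reporter signal, scaled so untreated is 0 and the glycosylation-blocking control 100, at or above a set limit in every replicate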;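 note: luciferase carries N-glycosylation sites so blocking glycosylation raises the light; 0% = median of neutral control wells and 100% = median of 100 nM tunicamycin wells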
ABCB6 inh 2: ABCB6 transporter inhibitors, primary screen, K562-ABCB6 cells, flow cytometry, MLPCN library; ATP-binding cassette sub-family B member 6 (Homo sapiens), Q9NP58; K562-ABCB6 porphyrin accumulation, 1 h; stronger effect = lower value; fluorescence ratio to DMSO, % at 10 µM; hit rate 0.19% among 360,000; AID 602162, 2011;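 active = fluorescence ratio to DMSO below 75%, the collection mean minus 3 SD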;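 note: signal is porphyrin accumulated inside mitochondria; 100% equals median channel fluorescence of DMSO control wells; lower ratio means ABCB6 inhibition with less porphyrin fluorescence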
PDI turbidity: inhibitors of human PDI, primary screen, biochemical, turbidity, single point, plate reader; Protein disulfide-isomerase (Homo sapiens), P07237; hit rate 0.052% among 350,000; inhibition, % at 10 µM; AID 588391, 2011; PDI insulin aggregation turbidity, A650, 90 min;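 active = mean inhibition across replicates of 30% or more, whatever share of single replicates reach that level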;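 note: absorbance from insulin aggregation driven by PDI reduction with DTT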
ABHD5-PLIN5 inh: ABHD5-PLIN5 interaction inhibitors, primary screen, cell lysate, split luciferase complementation, luminescence; Perilipin-5 (Homo sapiens) + 1-acylglycerol-3-phosphate O-acyltransferase ABHD5 (Homo …; Split G. princeps luciferase complementation, 4 h; inhibition, % at 4 µM; hit rate 0.78% among 360,000; AID 602281, 2012;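 active = inhibition above the mean inhibition across every tested compound plus 3 SD, cut at about 22% in these data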;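 note: 0% = DMSO only wells and the 100% control is not disclosed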
Target sequence (Q00G26 whole entry, looked up): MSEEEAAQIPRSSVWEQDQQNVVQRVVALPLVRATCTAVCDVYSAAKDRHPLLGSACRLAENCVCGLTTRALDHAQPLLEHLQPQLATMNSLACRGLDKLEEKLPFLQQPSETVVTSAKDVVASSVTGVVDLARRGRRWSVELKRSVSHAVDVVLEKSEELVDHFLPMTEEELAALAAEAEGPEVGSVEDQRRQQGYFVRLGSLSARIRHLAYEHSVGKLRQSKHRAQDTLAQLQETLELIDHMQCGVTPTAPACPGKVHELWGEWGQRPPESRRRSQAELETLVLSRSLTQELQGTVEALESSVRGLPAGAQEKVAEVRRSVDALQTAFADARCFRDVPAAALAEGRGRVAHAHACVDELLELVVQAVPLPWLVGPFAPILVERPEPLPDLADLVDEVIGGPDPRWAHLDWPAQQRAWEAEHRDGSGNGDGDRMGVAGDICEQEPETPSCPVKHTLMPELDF
Target sequence (Q8WTS1 whole entry, looked up): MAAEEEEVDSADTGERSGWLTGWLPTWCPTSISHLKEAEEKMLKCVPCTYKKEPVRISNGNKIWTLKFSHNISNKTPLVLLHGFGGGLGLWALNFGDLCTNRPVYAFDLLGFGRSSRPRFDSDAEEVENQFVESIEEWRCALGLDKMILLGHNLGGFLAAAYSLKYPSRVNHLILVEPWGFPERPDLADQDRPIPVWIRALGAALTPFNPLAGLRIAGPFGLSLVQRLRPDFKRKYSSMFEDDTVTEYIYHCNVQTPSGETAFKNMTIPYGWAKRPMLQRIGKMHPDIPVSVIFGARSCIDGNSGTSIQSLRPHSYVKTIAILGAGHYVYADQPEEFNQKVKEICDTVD
Cardio protect: cardioprotection against H2O2-induced cell death, primary screen, uHTS, H9c2 cells, ATPLite luminescence; AID 588492, 2011; H9c2 cardiomyocytes, H2O2 injury protection, 2 h; hit rate 0.63% among 360,000; protection from H2O2 cell death, % at 20 µM;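 active = compounds giving at least 50% protection of heart cells from peroxide-induced death in the single-dose screen, raw or plate-pattern-corrected value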;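 note: 0% = DMSO wells with peroxide and 100% = DMSO wells without peroxide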
CaV13 FRET inh: Primary screen for inhibitors of IQ motif and Ca2+-dependent inactivation inhibitor domain binding in CACNA1D, Förster resonance energy transfer in living cells, …; HEK cells, CFP/YFP FRET ICDI-IQ, plate reader, 10 min; percent FRET-ratio fall versus neutral wells; inhibition, % at 12.3 µM; hit rate 0.098% among 340,000; AID 743397;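 active = mean replicate inhibition of at least 30% and at least 1% of replicates passing that level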;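 note: 0% = median of the neutral control wells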
MC4R ag barr: MC4R agonists recruiting beta-arrestin, primary screen, cell-based, luminescence, agonist arm of biased-ligand search | Melanocortin receptor 4 (Homo sapiens), P32245 | U2OS MC4R beta-arrestin complementation; percent of melanotan II response, DMSO zero | activation, % at 8.9 µM | hit rate 0.98% among 360,000;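 active = activation above a per-plate cutoff, the mean activation of sample wells on that plate plus 3 SD, cut at about 8% in these data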
m5-HT2A agonist: mouse Htr2a agonists via beta-arrestin recruitment, primary screen, cell-based, luminescence; AID 624169, 2012; activation, % at 7.6 µM; hit rate 0.66% among 360,000; CHO-K1 mHTR2A beta-arrestin complementation; percent of 30 µM serotonin response; 5-hydroxytryptamine receptor 2A (Mus musculus), P35363;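 active = activation above a run cutoff, the mean activation of all tested compounds plus 3 SD, cut at about 14% in these data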;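 note: 0% = plate median of compound wells and 100% = 30 µM serotonin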
Granule exo inh: LAMP-1 surface exposure blockers, TALL-104 cells – cell-based, flow cytometry, MLPCN library, primary screen | hit rate 0.66% among 360,000 | AID 651702, 2012 | TALL-104 LAMP-1 surface exposure; cells stimulated with thapsigargin and PMA | inhibition, % at 10 µM;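 active = inhibition above about 55%, limit read from the data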
MC4R antagonist: MC4R antagonists of cAMP signaling, primary screen, cell-based, TR-FRET, antagonist arm of biased-ligand search; AID 540295, 2011; MC4R-expressing cells, MTII-stimulated cAMP, LANCE TR-FRET; hit rate 0.48% among 360,000; Melanocortin receptor 4 (Homo sapiens), P32245; inhibition, % at 6.5 µM;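 active = inhibition above its plate's cutoff, the mean of tested wells on that plate plus 3 SD, cut at about 29% in these data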;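 note: 0% = Melanotan II alone and 100% = Melanotan II plus saturating MCL0020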
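Material: U2OS-MC4R stable cell line | Reagent: Melanotan II challenge after compound preincubation | Doses: One concentration, 6.5 µM nominal | Incubation: 30-min compound preincubation, 1-h Melanotan II challenge, 1-h detection, room temperature | Signal: TR-FRET cAMP assay | Replicates: One well per compound, no replicates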
* hit, by the source's call; . = no result given.

SMILES	N-glyco inh	ABCB6 inh 2	PDI turbidity	ABHD5-PLIN5 inh	Cardio protect	CaV13 FRET inh	MC4R ag barr	m5-HT2A agonist	Granule exo inh	MC4R antagonist
CC[C@@]1(C(=O)OC)N[C@H](CN(C)C(=O)Nc2ccc(C(F)(F)F)cc2)[C@@H]2C(=O)N(Cc3ccccc3)C(=O)[C@@H]21	1.6	100.0	0.5	-10.7	0.5	-8.0	6.2	-0.6	0.8	8.1
COCCN1C(=O)C(O)=C(C(=O)c2ccco2)C1c1cccc(Oc2ccccc2)c1 (centres undefined)	-1.6	104.0	-0.3	1.5	2.5	.	-1.1	3.5	0.5	-5.4
S=C(NCCOCCOCCNC(=S)Nc1ccccc1)Nc1ccccc1	-0.8	103.0	3.4	2.3	-4.7	-2.9	-0.3	-2.6	0.6	2.8
COc1cc(C(=O)NCCc2ccc3c(c2)OCO3)cc(OC)c1OC	2.1	107.0	15.7	-6.4	-0.9	-4.9	-0.9	-7.3	-9.6	6.1
COC(=O)C1CCN(S(=O)(=O)c2cn(C)c(=O)n(C)c2=O)CC1	0.7	92.0	.	-0.4	7.2	-6.8	0.3	12.8	-4.8	-0.6
CCCCC(CC)C(=O)Nc1ccc(C#N)cc1 (centres undefined)	-1.9	100.0	-1.9	2.9	-5.6	-4.8	-0.7	-4.3	-3.3	6.5
COCc1nnc(NC(=O)CCc2ccc(OC)cc2)s1	1.6	96.0	-0.9	-0.4	7.0	1.4	-1.4	2.2	13.1	11.4
O=C(Nc1ccnn1C1CCN(C2CCCC2)CC1)c1ccccc1	1.1	99.0	11.3	1.7	11.2	-4.8	-0.8	-1.5	-0.7	-6.0
CCOC(=O)c1ncccc1NC(=O)CC(=O)Nc1cccnc1C(=O)OCC	0.2	97.0	14.4	-2.1	-0.8	-19.5	-2.6	3.7	-5.0	6.1
COC(=O)C1C2OC(C(Br)C2Br)C1C(=O)OC (centres undefined)	0.3	99.0	3.1	2.1	-1.7	-4.6	-2.0	-0.1	13.6	1.5
CCCC(NS(=O)(=O)c1ccc(OC)cc1)C(=O)O (centres undefined)	2.2	99.0	-6.5	2.8	2.9	-5.4	0.2	-2.0	7.5	2.2
CN(C)S(=O)(=O)c1cccc(NC(=O)c2cccc(S(=O)(=O)N3CCCCCC3)c2)c1	-8.3	100.0	-0.4	-7.9	-6.8	-6.0	-1.8	-1.4	4.4	4.5
Cc1ccc(/C=C(\C#N)C(=O)N2CCCC2)c(C)c1	3.0	96.0	7.8	11.8	-5.4	-7.1	-3.5	-0.4	-4.8	4.4
O=C(NC1CCCC1)C(c1cccs1)N(C(=O)c1ccco1)c1ccc2c(c1)OCCO2 (centres undefined)	-2.4	99.0	8.9	-1.4	13.0	.	-1.8	1.1	-4.8	10.5
CC1CCCN(C(=S)SCC(=O)c2cc(Br)cc(Br)c2O)C1 (centres undefined)	-1.4	121.0	-4.4	-9.2	16.6	-4.4	-2.1	0.3	-0.4	-4.2
N#C/C(=C\Nc1ccc(Cl)cc1)S(=O)(=O)c1ccccn1	-1.3	105.0	-3.5	-5.6	-0.4	-5.3	-1.5	0.7	1.1	11.5
O=C(NCc1ccc2c(c1)OCO2)c1ccc2c(c1)C(=O)N(CC1CCCO1)C2=O (centres undefined)	-1.4	104.0	18.6	-1.8	-1.2	-1.1	-0.2	7.3	0.9	-2.7
Cc1ccc(S(=O)(=O)Nc2cc(C(C)C)c(O)cc2C)cc1	-3.8	103.0	-0.8	-0.8	-5.1	-4.9	0.1	-1.1	-0.5	14.2
O=C(CSc1ncnc2ccccc12)NCc1ccco1	0.4	100.0	-0.8	-4.5	-2.2	-4.9	0.1	6.9	-2.6	3.0
Cc1cc(C(=O)COc2ccccc2C#N)c(C)n1C1CC1	-0.5	97.0	-0.6	-2.4	-1.5	-1.8	-3.4	-11.1	5.1	5.0
CCC(=O)Nc1c2c(nn1-c1ccc(OC)cc1)CSC2	2.5	96.0	-0.8	-6.9	3.2	-14.4	-0.9	2.7	-2.2	-1.0
Cc1cccc(C(=O)NCCC(=O)Nc2nc(C)c(Cc3ccc4c(c3)OCO4)s2)c1	1.6	99.0	15.5	-5.5	11.1	-17.2	-0.4	0.7	-1.6	0.8
CCN(CCC(=O)Nc1ccc(Br)c(C)c1)Cc1ccccc1	2.0	103.0	-0.3	12.0	-0.2	-1.0	3.3	-9.1	3.8	1.9
O=C(O)c1ccccc1Cc1ccc2c(c1)CCCC2	0.6	100.0	-19.5	6.0	0.8	-5.1	-1.8	-1.0	-13.1	6.4
CCOC(=O)c1cc(-c2ccccc2)n(CCC(=O)NC(C)CC)c1C (centres undefined)	-1.8	108.0	-5.7	7.0	-0.4	-5.8	1.5	1.0	-2.5	6.9

Ordered by the number under Granule exo inh (low to high): three of the compounds above
compound | Granule exo inh
Cc1cccc(C(=O)NCCC(=O)Nc2nc(C)c(Cc3ccc4c(c3)OCO4)s2)c1 | -1.6
O=C(Nc1ccnn1C1CCN(C2CCCC2)CC1)c1ccccc1 | -0.7
COCCN1C(=O)C(O)=C(C(=O)c2ccco2)C1c1cccc(Oc2ccccc2)c1 (centres undefined) | 0.5

Additional records follow.
SMILES	N-glyco inh	ABCB6 inh 2	PDI turbidity	ABHD5-PLIN5 inh	Cardio protect	CaV13 FRET inh	MC4R ag barr	m5-HT2A agonist	Granule exo inh	MC4R antagonist
Cc1ccc(S(=O)(=O)N(C)CCCC(=O)Nc2ccncc2)cc1	-2.8	100.0	-7.2	0.6	-4.0	-7.1	-1.3	1.5	4.9	-4.4
O=C(CN1C(=O)c2ccccc2C1=O)Nc1cccc([N+](=O)[O-])c1	1.0	101.0	-0.3	-1.2	9.5	-2.8	-1.8	-3.1	0.5	-1.6
COc1cc2oc(=O)cc(-c3ccc(-c4ccc(C)cc4)cc3)c2c(OC)c1OC	-2.3	125.0	10.1	-0.5	-15.2	-6.1	-2.4	3.0	1.1	5.7
C=CCSc1nnc2c(n1)OC(C)=Nc1ccc(Br)cc1-2	2.5	98.0	-2.0	-0.9	-2.3	-4.6	0.1	3.3	1.8	3.9
O=C(Nc1ccncc1)c1ccc2c(c1)C(=O)N(CC1CCCO1)C2=O (centres undefined)	0.1	96.0	-13.5	9.1	4.1	-4.1	0.0	-1.6	0.8	6.0
O=C(CSc1n[nH]c(-c2ccco2)n1)Nc1ccc(F)cc1	3.4	98.0	-25.3	2.0	2.8	-3.3	-0.2	2.3	-10.6	-1.4
CCC1(c2ccccc2)NC(=S)N(c2ccc(C)c(C)c2)N1 (centres undefined)	0.6	92.0	-1.4	-10.4	-0.3	4.2	-0.4	-1.6	8.2	4.5
Cc1ccc2nc(Cl)c(CN(Cc3cccs3)C(=O)C3CC3)cc2c1	-1.6	100.0	6.5	1.3	-5.7	-5.6	-1.7	-3.2	0.4	7.6
O=C(O)CCc1ccc(-c2ccccc2)n1CC1CCCO1 (centres undefined)	2.3	98.0	12.3	8.1	13.6	-1.9	0.6	-1.7	-0.1	6.0
O=C1NC[C@@H](CCCCN2C[C@H](Cc3ccccc3)N(CCc3ccc(O)cc3)C(=O)C2=O)N(CCc2ccccc2)C1=O	.	94.0	.	5.4	.	-5.1	.	5.5	6.4	.
Cc1nc(Nc2nc3ccccc3o2)nc(C)c1C	-15.3	96.0	14.4	7.1	-12.5	-4.9	-1.1	2.3	-1.0	3.5
CCN(CC)CC(=O)c1c[nH]c2ccc(OC)cc12	0.2	102.0	-8.1	5.0	1.5	-4.8	1.3	0.5	-1.6	-4.6
COc1ccccc1OCC(=O)OCC(=O)NCCN1C(=O)CSC1=O	0.2	100.0	4.2	5.8	6.6	-5.6	0.0	-2.0	-2.4	1.6
C=CC[C@H](CC(=O)N(CCO)Cc1ccccc1)C(=O)N[C@@H](C)COC(=O)[C@@H](CC=C)Cc1ccc(F)cc1	-1.4	98.0	0.7	-10.4	-4.9	-9.1	2.2	-5.8	-1.5	0.3
Cc1ccc(C2=N/C(=C/c3cccs3)C(=O)N2Nc2ccccc2)cc1	-6.3	101.0	-2.6	-2.9	-8.5	.	-3.0	-6.8	31.8	2.5
CCN(CC)CCOC(=O)c1cccc(OC)c1	-0.5	104.0	-52.6	-2.8	-3.0	.	-1.3	-5.6	-1.4	-1.6
O=C(O)c1ccc(OS(=O)(=O)c2cccc(C(F)(F)F)c2)cc1	-0.6	106.0	0.2	-7.7	0.2	-4.8	-3.1	-2.8	18.1	6.0
O=C(CSc1nc(-c2ccc(F)cc2)cs1)N1CCc2ccccc21	-2.6	96.0	-3.4	7.7	-5.8	-7.7	1.5	-1.4	13.7	18.8
CCOC(=O)C1CCN(C(=O)c2cccnc2Oc2ccccc2)CC1	0.3	99.0	-3.1	-2.7	0.0	-19.6	0.4	10.6	3.5	0.7
CCCc1nc2sc3c(=O)n(N)cnc3c2c2c1CCCC2	0.1	94.0	-13.5	3.7	-10.7	-4.8	-0.5	3.5	-1.5	4.9
O=C(CN1C(=O)NC2(CCCC2)C1=O)Nc1ccc(OC(F)(F)F)cc1	3.0	97.0	-8.0	5.9	4.0	-6.8	1.4	-5.6	-6.8	7.1
CCCCCSc1nc2c(cnn2-c2ccccc2)c(=O)[nH]1	0.3	91.0	7.0	-5.3	2.5	.	-1.1	-1.0	-1.7	4.2
COc1cc(Cl)c(S(=O)(=O)n2cnc(C)c2)cc1Cl	2.3	99.0	0.4	-10.9	10.0	-9.7	-1.4	-0.9	-0.4	1.1
CCOCC(=O)Nc1cc(OC)c(Cl)cc1OC	0.0	96.0	4.2	0.9	2.8	-4.0	-0.3	-1.6	0.2	-0.3
COc1cc(OC)cc(C(=O)NCC(C)NC(=O)c2cc(OC)cc(OC)c2)c1 (centres undefined)	0.8	97.0	1.6	-2.9	-0.3	-3.3	-1.4	-4.3	2.9	13.5
COc1ccc(/C=N/n2c(=S)n(C)c3ccccc32)cc1OC	1.0	98.0	-8.9	-6.7	2.9	-3.7	0.3	4.8	1.2	-1.2
OC(COc1ccc(CNCCc2ccccc2F)cc1)CN1CCCCC1 (centres undefined)	-5.2	100.0	3.8	-4.3	5.5	1.5	-0.7	0.8	2.6	-2.3
COc1ccc(NC(=O)c2ccccc2NC(=O)CN2CCCCCC2)cc1	-4.6	99.0	9.7	3.7	-2.1	-10.1	0.6	-3.5	-1.2	9.7
